Polio RdRp inh: poliovirus RdRp elongation inhibitors, primary screen, biochemical, fluorescence polarization, total intensity; Genome polyprotein (Poliovirus type 1 (strain Mahoney)), P03300; poliovirus polymerase elongation; hits give low values; % elongation, % (compound at 16.7 µg/mL); 150,000 tested, 0.66% active; in the data active = % elongation below about 90%; note: some results filed as inactive read as strong as hits
Target sequence (P03300 1749-2209 limits assumed): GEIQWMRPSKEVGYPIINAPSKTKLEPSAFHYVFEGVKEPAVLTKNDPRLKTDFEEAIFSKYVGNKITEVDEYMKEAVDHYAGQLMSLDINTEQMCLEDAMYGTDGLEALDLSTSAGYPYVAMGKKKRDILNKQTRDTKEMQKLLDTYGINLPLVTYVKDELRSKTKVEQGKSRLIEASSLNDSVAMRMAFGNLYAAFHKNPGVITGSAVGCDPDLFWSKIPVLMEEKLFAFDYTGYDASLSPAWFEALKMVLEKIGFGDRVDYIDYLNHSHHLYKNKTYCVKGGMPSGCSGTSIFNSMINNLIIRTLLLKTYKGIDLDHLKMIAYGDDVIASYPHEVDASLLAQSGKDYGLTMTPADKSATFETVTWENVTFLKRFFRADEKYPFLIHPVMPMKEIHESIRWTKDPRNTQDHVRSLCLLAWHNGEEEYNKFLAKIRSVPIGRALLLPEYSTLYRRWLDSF
Polio RdRp inh FP z-score: further read-out of Polio RdRp inh, marked with its call; z-score; measured here: FP z-score; hits read low
* marks the source's active call; other numbers are inactive results; & = joins results of further samples. Not all compounds are listed; the hit share may differ from the screen's.

The first three entries, to show the layout:
SMILES	Polio RdRp inh	Polio RdRp inh FP z-score
COc1ccc(C(=O)NCCn2cc(SCC(=O)Nc3cccc(C)c3)c3ccccc32)cc1	103	-0.4
CC12CCCC(C(=O)NN)(CCC1)C2	104	0.6
CCCCSC1=NC(=O)CC(=O)N1	100	-0.2

The list itself, repeating the preview:
SMILES	Polio RdRp inh	Polio RdRp inh FP z-score
COc1ccc(C(=O)NCCn2cc(SCC(=O)Nc3cccc(C)c3)c3ccccc32)cc1	103	-0.4
CC12CCCC(C(=O)NN)(CCC1)C2	104	0.6
CCCCSC1=NC(=O)CC(=O)N1	100	-0.2
CN(C)C(=O)C(OC(=O)c1cc(=O)[nH]c2ccccc12)c1ccccc1 (stereo not given)	103	0
Cc1noc(C)c1COC(=O)C1COc2ccccc2O1 (stereo not given)	106	0.3
Cc1ccc2c(CNCCc3ccccc3)c(C(=O)O)n(Cc3ccccc3C)c2c1	106	-0.4
c1ccc(CN2CCN(CC3CCCCC3)CC2)cc1	97	-0.6
O=C(O)C1CC(=O)N(c2cccc(Cl)c2)C1 (stereo not given)	102	0.2
Cc1noc(CCn2c(=O)[nH]c3ccccc3c2=O)n1	101	-1.3
Clc1cccc(-c2nc(N3CCC4(CC3)OCCO4)nc3c2COc2ccccc2-3)c1	101	-0.2
O=C(c1ccc(CSc2nc3ccncc3n2Cc2cccc(F)c2)cc1)N1CCCCC1	107	-0.2
CCOC(=O)C1C(=O)C=C(c2cccs2)CC1c1ccc(F)cc1 (stereo not given)	101	-0.2
COc1ccc(-c2cc(C(=O)N3CCN(c4ccccc4)CC3)no2)cc1	102	-0.2
O=C(CC1Sc2ncnn2C1=O)Nc1ccccc1 (stereo not given)	100	-0.1
O=C1COc2ccc(C(=O)CSc3nnc(-c4ccoc4)c(-c4ccoc4)n3)cc2N1	98	-1.1
OCCn1nnnc1NCc1ccc(Br)cc1	101	-0.3
C=CCN1C(=O)C(Cc2c[nH]c3ccccc23)NC1=S (stereo not given)	111	1.1
C=CCn1cc(C=C2C(=O)NC(=O)NC2=O)c2ccccc21	104	0.4
c1ccc2[nH]c(-c3nc4ccccc4s3)nc2c1	95	-1.1
Cc1ccc(NC(=O)N2CCN(c3ccc(Cl)c(Cl)c3)CC2)cc1	118	0.2
CCOc1ccc2nc(NCCNC(=O)Nc3ccc(SC)cc3)c(C#N)cc2c1	106	1.1
Cc1cc(NC(=O)CCNS(=O)(=O)c2ccc3c(c2)oc(=O)n3C)ccc1Br	99	-1.6
CC1(C)NC(=O)N(CN2C(=O)NC(C)(C)C2=O)C1=O	101	0
c1ccc(CCNc2ncnc3scc(-c4ccccc4)c23)cc1	110	0.8
Nc1ncnc2nc(SCc3nc4ccccc4n3Cc3ccccc3)[nH]c12	134	3.1

The results go on:
SMILES	Polio RdRp inh	Polio RdRp inh FP z-score
O=C(O)c1ccccc1N=Cc1ccco1	98	-0.4
CCOc1ccc(Nc2nnc(-n3nc(C)cc3C)c3ccccc23)cc1	101	-1.1
COC(=O)NCc1cc2cc(Cl)ccc2[nH]1	101	0.3
COc1cc(-c2nnc(COC(=O)[C@@H](NS(=O)(=O)c3ccccc3)C(C)C)o2)cc(OC)c1OC	105	0.2
CC(NC(=O)CSc1nc(N)cc(=O)[nH]1)c1ccccc1 (stereo not given)	104	0.6
CCc1c(C)sc2[nH]c(=S)n(CC)c(=O)c12	100	-0.2
O=C(CN(CCc1ccccc1)S(=O)(=O)c1ccc(Br)cc1)NCc1ccc(Cl)cc1	101	-0.5
COC(=O)c1ccc(CSCC(=O)Nc2ccccc2)cc1	100	0
Nc1nc(SCC(=O)NCCN2CCOCC2)nc2sc3c(c12)CCC3	104	0.5
CCOC(=O)c1c[nH]c2ccc(OC)cc2c1=O	104	0.1
Cc1ccc(C(=O)Nc2ccc(S(=O)(=O)Nc3onc(C)c3C)cc2)cc1	99	-0.5
COc1ccc(C(=O)CSc2nnc(C)s2)cc1OC	101	0.2
Cc1cc(N2CCOCC2)ccc1/C=N/n1cnnc1	105	0.2
Cc1ccc(/C=C/C(=O)Nc2ccccc2C(N)=O)o1	107	0.5
O=C(Nc1ccc(F)cc1)Nc1csc2c1CCCC2	109	-0.4
Cc1cccc(NC(=O)c2ccc(CN3CC(=O)N4CCCCC4C3=O)cc2)c1C (stereo not given)	104	-0.8
CCc1ccc(NC(=O)C2CCN(S(=O)(=O)c3c(C)noc3/C=C\c3ccc(OC)cc3)CC2)cc1	110	1.1
CCOC(=O)Cn1cc(I)c(=O)[nH]c1=O	101	-0.2
CCC(=O)Nc1sc2c(c1C(=O)Nc1ccc(Br)cc1)CCCCC2	103	0
O=C(/C=C/c1ccccc1)C1=C(O)C(=O)N(c2ccccc2)C1c1ccccc1 (stereo not given)	100	-0.2
Cc1ccc2c(c1)N(CC(=O)N1CCCC1)C(=O)c1cccnc1O2	101	-0.3
O=C(O)c1ccc(N=C2NC(=O)C(CO)(CO)S2)cc1	103	0.3
O=C(NC1CCCc2ccccc21)c1cc(C2CC2)[nH]n1 (stereo not given)	104	0.6
O=C(C1COc2ccccc2O1)N1CCc2ccccc21 (stereo not given)	96	-0.9
CCc1cccc(NC(=O)Nc2csc3c2CCCC3)c1	114	0.9

Continued:
SMILES	Polio RdRp inh	Polio RdRp inh FP z-score
Cn1c(=O)oc2cc(S(=O)(=O)NC(Cc3ccccc3)C(=O)Nc3ccc(F)c(Cl)c3)ccc21 (stereo not given)	106	-0.3
CCOC(=O)CSc1nc(-c2ccccc2)cc(C(F)(F)F)c1C#N	106	0.5
Cc1ccc(NC(=O)NC(=O)CN2CCC(C)CC2)c(C)c1	104	0.1
COc1cc(OC)cc(-n2c(=O)c3sccc3n(Cc3ccc(F)cc3)c2=O)c1	96	-2
CCOC(=O)c1cnc(SCc2nc(-c3ccc(C)cc3)oc2C)nc1N	104	0.8
CC(=O)N(C(C)=O)c1cc(C)c(C#N)c2nc3ccccc3n12	102	-0.3
Cc1cc(C)nc(-n2nc(C)c3c2N(Cc2ccccc2F)C(=O)CC3c2ccc(Cl)cc2)n1 (stereo not given)	112	1.1
O=C(NCC1CCCO1)C1CCCCC1 (stereo not given)	100	-0.6
CCc1ccc(NC(=O)c2sc3nc(C)c(Cl)c(C)c3c2NC(=O)c2ccccc2OC)cc1	107	0.5
COc1ccc(C(=O)NCc2cccnc2)cc1C(=O)NCc1cccnc1	101	0.2
Cc1ccc(C(=O)Nc2nc3ccccc3n3nnnc23)cc1	108	0.8
COc1ccc(OC)c(NC(=O)CCn2cnc3ccccc3c2=O)c1	99	-0.4
Cc1c(C(=O)OCCOc2ccccc2)[nH]c2c1C(=O)CC(c1ccc(C(C)(C)C)cc1)C2 (stereo not given)	108	0.7
Cc1cc(C)n(-c2ncc(S(=O)(=O)c3ccc(Cl)cc3)c(N)n2)n1	104	-0.1
C/C(=N\O)C(=O)Nc1cccc(C(F)(F)F)c1	107	0.3
Cc1cc(C)c(C#N)c(Sc2ncnc3c2nnn3Cc2ccccc2)n1	102	-0.3
COc1ccc(-c2cc(C(F)(F)F)nc(SCC(=O)N3CC4(C)CC3CC(C)(C)C4)n2)cc1 (stereo not given)	101	0
CCCn1c2ccccc2c2cnn(CC(=O)NC3CCCC3)c(=O)c21	102	0
O=C(c1ccco1)N1N=C(c2ccccc2)CC1c1cc2cc3c(cc2nc1Cl)OCCO3 (stereo not given)	97	-1.6
CCOC(=O)C(Nc1cccc(CO)c1)c1ccccc1 (stereo not given)	107	0.6
O=C(CCn1nc(-c2ccc(Cl)cc2)ccc1=O)NCc1cccnc1	102	0
c1ccc2c(c1)COC(CNC1CCCCC1)OC2	110	0.8
CCN(C(=O)Cc1ccc(Cl)cc1)c1ccccc1	103	0.7
CC(=O)NCCSc1nc(-c2cccs2)cc(-c2ccc(F)cc2)c1C#N	103	0.4
Cc1nsc2c1ccc1sccc12	100	-0.3

Rewritten bar-delimited: entries from further up
SMILES | Polio RdRp inh | Polio RdRp inh FP z-score
CCCn1c2ccccc2c2cnn(CC(=O)NC3CCCC3)c(=O)c21 | 102 | 0
O=C(c1ccco1)N1N=C(c2ccccc2)CC1c1cc2cc3c(cc2nc1Cl)OCCO3 (stereo not given) | 97 | -1.6
CCOC(=O)C(Nc1cccc(CO)c1)c1ccccc1 (stereo not given) | 107 | 0.6
O=C(CCn1nc(-c2ccc(Cl)cc2)ccc1=O)NCc1cccnc1 | 102 | 0
c1ccc2c(c1)COC(CNC1CCCCC1)OC2 | 110 | 0.8
CCN(C(=O)Cc1ccc(Cl)cc1)c1ccccc1 | 103 | 0.7
CC(=O)NCCSc1nc(-c2cccs2)cc(-c2ccc(F)cc2)c1C#N | 103 | 0.4

(more compounds)
SMILES	Polio RdRp inh	Polio RdRp inh FP z-score
Oc1ccccc1-c1cc(-c2ccc3c(c2)OCCO3)n[nH]1	106	1.5
COc1ccccc1-c1nc(SCC(=O)NCc2ccccc2)c2c(=O)n(C)c(=O)n(C)c2n1	107	-0.2
Cc1[nH]nc(-c2ccc(O)cc2O)c1Oc1ccc(F)cc1	101	0
O=C1/C(=C\NCc2ccccc2)S(=O)(=O)N(Cc2ccc(Cl)cc2)c2ccccc21	101	0
Cc1cc2c(cc1S(=O)(=O)N1CCc3ccccc31)OCC(=O)N2	102	0.2
CCc1nn(CC(=O)NCC2CCCO2)c(=O)c2cc3c(OC)cccc3n12 (stereo not given)	104	1.2
CCN(CC)S(=O)(=O)c1cccc2nsnc12	102	0
CCN=C1NN=C(c2ccc(NC(=O)CC)cc2)CS1	136	5.3
COc1cc(OC)c(NC(=O)Nc2noc3c2COc2ccccc2-3)cc1Cl	103	0.7
Cc1cc(Nc2ccccc2C)nc(-n2nc(C)cc2C)n1	116	1.9
COC(=O)CN1C=C(C(=O)OC)C(c2ccc(F)cc2)C(C(=O)OC)=C1	104	0.4
Cc1onc(-c2ccccc2Cl)c1C(=O)NC(=S)N1CCCc2ccccc21	99	-0.5
Cc1cc([S-])c2n(cn[n+]2Cc2ccc(Cl)cc2Cl)n1	107	0.4
O=C(OC1CCCCC1=O)c1ccc2c(c1)OCCO2 (stereo not given)	103	0.1
CC(C)c1ccc(NC(=O)C2=NNC(=O)CC2)cc1	100	-0.6
O=C(CCCN1CCC2(CC1)C(=O)NCN2c1ccccc1)c1ccc(F)cc1	98&101	-0.6&0.4
COc1cc(-c2nc(S(=O)(=O)c3ccc(Br)cc3)c(N3CCOCC3)o2)cc(OC)c1OC	105	-0.4
O=C1NC(=O)C(C(CC(=O)c2ccccc2)c2ccccc2Br)C(=O)N1 (stereo not given)	106	0.4
Cc1cccc(C2CC(=O)Nc3c2c(=O)n(C)c(=O)n3C)c1 (stereo not given)	99	-0.2
CCc1cccc(C)c1NC(=O)c1cnn(-c2ccc(OC)cc2)c1C1CCN(C(=O)OC(C)(C)C)CC1	113	1.4
Cc1ccsc1CNCC(O)c1ccccc1 (stereo not given)	99	-1.3
Cc1ccc(-n2nc(CO)c(C(=O)NCCc3ccccc3)n2)cc1	106	-0.1
CN(C)C1(CNC(=O)COc2ccc(C(C)(C)C)cc2)CCCCC1	109	0.4
CCN1CCCC1CNCC(=O)NC1(C)C2CCC(C2)C1(C)C (stereo not given)	101	-0.2
Cc1cc(C)c(NC(=O)C(C)OC(=O)c2nccnc2N)c(C)c1 (stereo not given)	106	0.3

The list continues.
SMILES	Polio RdRp inh	Polio RdRp inh FP z-score
COc1cc2ncnc(SCC(=O)NN)c2cc1OC	107	0.5
CC(Oc1ccc(C=C2C(=O)c3ccccc3C2=O)cc1)C(=O)O (stereo not given)	104	0.5
CCOc1ccc(-c2cc(C(=O)NC(C)c3ccc4c(c3)OCCO4)[nH]n2)cc1 (stereo not given)	102	0.2
COc1ccc(CCN2CNC(=S)NC2)cc1OC	98	-0.8
COc1ccc(CCC(=O)NCc2nc3cccnc3n2Cc2ccc(OC)cc2)cc1	107	-0.2
O=C(O)c1ccccc1C(=O)c1ccc(Br)cc1	101	-0.4
Cc1nc(-c2ccc(-n3nncc3-c3ccc(Br)cc3)cc2)cs1	102	-0.2
CCCN1CCC(NC2CCCc3ccccc32)CC1 (stereo not given)	99	-0.1
CCN(Cc1ccccc1)C(=O)c1nc(-c2ccc(Cl)cc2)n2c1CCCCC2	104	0.2
CCN(CC)c1ccc(CNC(CC(=O)O)c2cccs2)cc1 (stereo not given)	101	0.1
Cc1cc(/C=N/N2CCN(C)CC2)c(C)n1CC(F)(F)F	106	0.4
COc1ccccc1CNC(=O)c1ccc(NC(=O)N2CC(C)Sc3ccccc32)cc1 (stereo not given)	111	1.4
O=C(Nc1cc2c(cc1C(=O)c1ccccc1Br)OCCO2)c1cccc(Cl)c1	102	-0.4
CCOc1ccccc1CNC(=O)c1cccn1-c1nnc(N2CCCCC2)s1	105	-0.4
CCCc1c(C(=O)O/N=C/c2ccc(C#N)cc2)cnn1-c1ccccc1	103	0.4
O=C(CSc1ccccc1C(=O)Nc1nccs1)NCc1ccco1	105	-0.7
CCN1C(=O)/C(=c2/sc3nc4ccccc4n3c2=O)c2ccccc21	103	0
COc1ccc(C2C3=C(CCCC3=O)N=C3c4ccccc4C(=O)C32)cc1 (stereo not given)	101	-0.2
Cc1occc1-c1n[nH]c(=S)n1C	103	0
CCOC(=O)c1c(CN2CCCC2)oc2ccc(OC)cc12	102	0.5
CCN(CC)S(=O)(=O)c1ccc(C(=O)NCc2ccc3c(c2)cc(C)n3C)cc1	100	-0.3

Assay outcomes as filed in PubChem BioAssay.
